PAD4 inh – human PAD4 inhibitors, primary screen, biochemical, fluorescence polarization, 1536-well format; Protein-arginine deiminase type-4 (Homo sapiens), Q9UM07; recombinant PAD4, RCA probe fluorescence polarization; inhibition, % at 6.36 µM; 330,000 compounds, 0.41% hits; AID 485272, 2010;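 active = percent inhibition above a cutoff equal to the mean of all tested compounds plus 3 SD, cut at about 15% in these data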;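 also: 0% = PAD4 with RCA probe and DMSO and 100% = probe without PAD4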
Target sequence (Q9UM07 whole entry, looked up): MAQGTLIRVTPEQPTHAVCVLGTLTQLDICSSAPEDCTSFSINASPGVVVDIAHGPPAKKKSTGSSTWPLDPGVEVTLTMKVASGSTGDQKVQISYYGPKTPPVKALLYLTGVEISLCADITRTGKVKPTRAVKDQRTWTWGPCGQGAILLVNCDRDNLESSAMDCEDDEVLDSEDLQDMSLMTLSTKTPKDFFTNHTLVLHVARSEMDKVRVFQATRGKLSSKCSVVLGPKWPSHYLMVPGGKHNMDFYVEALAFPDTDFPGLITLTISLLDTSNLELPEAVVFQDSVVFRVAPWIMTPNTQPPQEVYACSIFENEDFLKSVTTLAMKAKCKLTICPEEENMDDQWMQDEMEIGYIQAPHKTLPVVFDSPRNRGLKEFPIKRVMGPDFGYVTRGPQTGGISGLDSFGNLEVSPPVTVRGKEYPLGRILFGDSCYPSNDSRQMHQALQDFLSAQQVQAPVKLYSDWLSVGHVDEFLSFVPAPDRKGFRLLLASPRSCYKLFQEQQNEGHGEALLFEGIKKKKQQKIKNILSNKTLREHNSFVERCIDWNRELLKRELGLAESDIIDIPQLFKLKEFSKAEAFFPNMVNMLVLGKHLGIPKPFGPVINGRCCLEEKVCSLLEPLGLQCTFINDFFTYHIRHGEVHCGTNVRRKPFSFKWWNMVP
GLD-1 RNA inh – GLD-1/TGE RNA complex disruptors, primary screen, biochemical, fluorescence polarization; AID 2280, 2010; inhibition, % at 5.96 µM; Female germline-specific tumor suppressor gld-1 (Caenorhabditis elegans), Q17339; purified GLD-1 + fluorescein TGE RNA; 320,000 compounds, 0.44% hits;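 active = percent inhibition above a per-plate cutoff, the plate mean of test compounds plus 3 SD, cut at about 30% in these data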;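 also: 0% = DMSO wells with GLD-1 and probe and 100% = wells lacking GLD-1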
Starred values were filed as active, the others as inactive. Not all compounds are listed (hit frequency here may not be typical).

The line under a structure holds: PAD4 inh	GLD-1 RNA inh
COc1ccc(C)cc1NC(=O)CN1CCCC1c1ccc2c(c1)OCCCO2 (stereo not given)
    -6.3	2.2
COc1cccc(CC(=O)NNC(=O)CN(C)S(=O)(=O)c2ccc(C)cc2)c1
    -10.4	1.0
C=CCN(c1ccccc1OC)S(=O)(=O)c1cccc(C(=O)NCc2ccco2)c1
    1.8	-0.2
COc1ccc(S(=O)(=O)N2CCN(CC(=O)Nc3c(C)n[nH]c3C)CC2)cc1OC
    -3.2	-5.7
CCCCNc1c(-c2ccc(OC)c(SC3CCCCC3)c2)nc2ccc(C)cn12
    -7.8	14.8
CN(C(=O)CSc1nnc(-c2cccs2)n1N)c1ccccc1
    4.2	-1.5
C[C@H]1COC(=O)[C@@H](Cc2ccc(F)cc2)C/C=C\C[C@H](CC(=O)N(CCO)Cc2ccccc2)C(=O)N1
    0.8	7.6
COc1ccc(-c2csc(NC(=O)[C@H](C)N3C(=O)C4CC=CCC4C3=O)n2)cc1OC (stereo not given in full)
    0.0	8.4
O=C(c1ccc(N2CCOCC2)c([N+](=O)[O-])c1)N1CCN(c2ccccc2F)CC1
    2.4	0.8
CC(C)(C)OC(=O)C[C@@H]1C/C=C\C[C@@H](CC(=O)N(CCO)Cc2ccccc2)C(=O)N2CCC[C@H]2COC1=O
    -2.3	1.1
COCCn1cnnc1SCC(=O)Nc1cc(C)on1
    1.4	-4.6
C=CC[C@@H](CC(=O)N[C@H](CO)Cc1ccccc1)C(=O)N[C@@H](COC(=O)[C@@H](CC=C)Cc1ccc(F)cc1)Cc1c[nH]c2ccccc12
    -0.9	-3.4
CCOC(=O)C1CCN(C(=O)C(C)Sc2nnc3ccccn23)CC1 (stereo not given)
    -2.9	-5.8
CC(C)NC(=O)Nc1ccc2c(c1)C(=O)N([C@H](C)CO)C[C@H](C)[C@@H](CN(C)C(=O)Nc1ccc(C(F)(F)F)cc1)O2
    -7.1	2.9
CCCc1cc(=O)[nH]c(SCC(=O)Nc2cc(S(=O)(=O)N(CC)c3ccccc3)ccc2Cl)n1
    -0.6	-2.2

Continued:
The line under a structure holds: PAD4 inh	GLD-1 RNA inh
CCOC(=O)[C@@H]1[C@H]2COc3ccc(Br)cc3[C@@H]2N2C(=O)N(c3ccc(OC)cc3)C(=O)[C@@]12C
    2.7	2.5
CC(OC(=O)CCc1nc2ccccc2c(=O)[nH]1)C(=O)Nc1cccc(C(F)(F)F)c1 (stereo not given)
    1.9	1.4
COC(=O)c1ccc(COC(=O)CSCC(=O)Nc2ccc(C)cc2C)cc1
    1.4	5.5
CC(C)(CNS(=O)(=O)c1ccc(Br)s1)N1CCOCC1
    -3.3	5.6
O=C(Cc1csc(-c2ccccc2)n1)NCC(=O)Nc1ccc(F)c(F)c1F
    3.3	-1.1
CCN(C[C@H]1N[C@@](C)(C(=O)OC)[C@H]2C(=O)N(Cc3ccccc3)C(=O)[C@@H]12)C(=O)Nc1ccc(C)cc1
    7.2	-0.7
Cc1ccc(F)cc1NC(=O)/C=C/c1ccc(S(=O)(=O)N2CCOCC2)cc1
    -0.8	-2.0
O=C(OCC(=O)N1CCC(Cc2ccccc2)CC1)c1cc(Br)ccc1O
    -3.7	6.5
O=C(COc1cccc(C(F)(F)F)c1)NCC(c1ccco1)N1CCCC1 (stereo not given)
    -1.3	8.2
CCOc1cc(N2CCOCC2)c(OCC)cc1NC(=O)c1ccc(OC)c(S(=O)(=O)N2CCOCC2)c1
    -1.1	4.1
COc1ccc(S(=O)(=O)Nc2cccc3c2O[C@H](CN(C)C(=O)Nc2ccc(C(F)(F)F)cc2)[C@@H](C)CN([C@H](C)CO)C3=O)cc1
    -0.1	2.9
O=C(CSc1nnnn1-c1ccc(Cl)cc1)NC1CCS(=O)(=O)C1 (stereo not given)
    -1.4	7.0
COc1ccccc1CNCC(=O)Nc1cc(S(=O)(=O)N2CCCCC2)ccc1C
    -1.1	0.3
COC(=O)[C@]1(C)N[C@H](CN(C)S(=O)(=O)c2ccc(C(C)(C)C)cc2)[C@@H]2C(=O)N(C)C(=O)[C@@H]21
    0.9	2.6
O=C1CC(N2CCN(S(=O)(=O)c3ccccc3F)CC2)C(=O)N1c1ccc(F)cc1F (stereo not given)
    4.6	8.6

Next section.
The line under a structure holds: PAD4 inh	GLD-1 RNA inh
CCN(C(=O)CSc1nc(C)cc(=O)[nH]1)C1CCCCC1
    -0.4	5.7
O=C1C(Cc2ccccc2)Nc2ncnc(N3CCOCC3)c2N1Cc1ccccc1 (stereo not given)
    -1.7	0.7
C=C1/C=C(\C)C(C)(O)CC(O)CC(=O)C(O)C(O)C(C)CC(C)OC(=O)/C(C)=C/CC/C=C/C(OC)C(O)CC(C)C1 (stereo not given)
    -4.0	4.8
CC1CC(C)CN(C(=O)COC(=O)c2cc3ccccc3oc2=O)C1 (stereo not given)
    -1.5	-9.0
CCCC1(CCC)NC(=O)N(CC(=O)Nc2ccc3c(c2)OCCO3)C1=O
    -0.6	-3.1
COc1ccc(NC(=O)COC(=O)CCc2ccc(S(=O)(=O)N3CCOCC3)cc2)cc1Cl
    1.3	0.0
CC(=O)OC(C)(C)/C=C/C(=O)[C@](C)(O)C1[C@H](O)C[C@@]2(C)C3CC=C4C(C=C(O[C@@H]5O[C@H](CO)[C@@H](O)[C@H](O)[C@H]5O)C(=O)C4(C)C)[C@]3(C)C(=O)C[C@]12C (stereo not given in full)
    -4.8	5.7
CCC(CO)Oc1cc(NC(=O)c2cccc(OC)c2)c2ncn(C(C)C)c2c1 (stereo not given)
    -1.2	8.3
CN(C1CCCCC1)S(=O)(=O)c1ccc(SCC(=O)C(C)(C)C)nc1
    -2.6	4.2
Cc1cc(C(=O)OCC(=O)NCc2cccs2)ccc1[N+](=O)[O-]
    -2.4	4.0
CS(=O)(=O)c1ccc(Cl)c(NC(=O)CCN2C(=O)NC3(CCCC3)C2=O)c1
    -3.7	-3.0
NC(=O)C1CCN(c2nc(-c3cccc(N)c3)cs2)CC1
    1.0	4.2
COc1ccc(S(=O)(=O)Nc2cccc3c2O[C@H](CN(C)C)[C@@H](C)CN([C@H](C)CO)C3=O)cc1
    0.4	6.0
O=c1c2ccccc2oc2cc(-c3ccc4cc[nH]c4c3)ccc12
    -1.9	9.1
Cc1cc(Cl)ccc1OC(C)C(=O)OCC(=O)c1ccc[nH]1 (stereo not given)
    -12.6	5.3

New compounds follow:
The line under a structure holds: PAD4 inh	GLD-1 RNA inh
O=C(CCC(=O)N1CCN(c2ccccn2)CC1)c1cccs1
    0.0	0.6
C=CC[C@H](CC(=O)N(CCO)Cc1ccccc1)C(=O)NC[C@H](OC(=O)[C@@H](CC=C)Cc1ccc(F)cc1)c1ccccc1
    4.9	12.8
Cc1cc(C)n2nc(SCC(=O)N3CCC(C)CC3)nc2n1
    4.6	-0.5
Cc1ccccc1-n1nnnc1SCC(=O)NC1CC1
    -1.5	-0.2
C=CC[C@@H](CC(=O)OC(C)(C)C)C(=O)OC[C@@H]1CCCN1C(=O)[C@@H](CC=C)CC(=O)N[C@H](CO)Cc1ccccc1
    0.5	-1.3
CC(C)(C)OC(=O)C[C@@H]1C/C=C\C[C@@H](CC(=O)N[C@H](CO)Cc2ccccc2)C(=O)N2CCC[C@H]2COC1=O
    -2.7	2.0
O=C(COC(=O)Cc1cccc(C(F)(F)F)c1)NC(=O)NC1CCCC1
    3.6	-0.8
COc1ccc(C(=O)NC(=O)COC(=O)C2CC2C)cc1 (stereo not given)
    5.6	-0.5
O=C(C[C@H]1C/C=C\C[C@H](Cc2ccc(F)cc2)C(=O)O[C@@H](c2ccccc2)CNC1=O)N[C@@H](CO)Cc1ccccc1
    0.5	-12.8
NC(=O)C1CCN(c2oc(-c3cccs3)nc2S(=O)(=O)c2ccc(Br)cc2)CC1
    1.6	7.9
Cc1cccc(C)c1NC(=O)CSc1ncnc2[nH]ncc12
    -3.0	-0.1
C=CC[C@H](CC(=O)NCCO)C(=O)N[C@@H](C)COC(=O)[C@@H](CC=C)CC(=O)OC(C)(C)C
    -1.5	-0.5
Cc1ccccc1NC(=O)Cc1nc(COC(=O)c2ccc(NC(N)=O)cc2)cs1
    -6.2	-4.7
CCOc1ncccc1C(=O)Nc1ccc2c(c1)OCCO2
    -3.3	-0.8
O=C(COC(=O)COc1cccc(Br)c1)NCc1ccc2c(c1)OCO2
    2.9	4.0

More results
The line under a structure holds: PAD4 inh	GLD-1 RNA inh
O=C(NC1CCCCC1)c1ccc(-c2ccccc2F)o1
    -2.2	-0.7
O=C(COC(=O)c1cc(Cl)nc(Cl)c1)NCCc1ccc(F)cc1
    0.9	4.6
COc1ccc(/C=C/C(=O)OCC(=O)NC2CCCCCC2)cc1OC
    6.1	-0.1
COc1ccc(NC(=O)CSc2ccc3c(c2)OCCO3)cc1
    3.4	-3.5
COc1ccc(CC(=O)OCC(=O)NCc2ccc(F)cc2)cc1
    -1.5	-2.3
O=C(NCCCCNCCCNC(=O)c1ccccc1)c1ccccc1
    -4.4	0.1
O=C(CCNS(=O)(=O)c1ccccc1F)OCc1ccccc1Cl
    0.0	2.3
O=C(OCC#CCSc1nnc(-c2cccc3ccccc23)o1)c1ccc(Br)cc1
    3.3	4.4
Nn1c(SCC(=O)Nc2ccc(N3CCOCC3)cc2)nnc1C1CC1
    -1.0	-1.8
COc1ccc(S(=O)(=O)N2CCCCC2)cc1NC(=O)c1[nH]c(C)c(C(C)=O)c1C
    -3.2	1.9
O=S(=O)(c1ccccc1)N1CCN(Cc2c(O)ccc3ccccc23)CC1
    -7.7	2.9
COc1cccc(Oc2ccc(S(=O)(=O)N3CCOCC3)cc2[N+](=O)[O-])c1
    5.2	4.4
O=C(OCC(=O)N1CCN(C(=O)c2ccco2)CC1)c1c(Cl)cccc1Cl
    -0.2	0.1
CCN(C[C@H]1N[C@@](C)(C(=O)OC)[C@H]2C(=O)N(C)C(=O)[C@@H]12)C(=O)COc1ccccc1
    -3.2	2.8
COc1ccc(-c2sc3cc(OC)c(OC)cc3c2C#CCO)cc1
    1.0	2.8

The results go on:
The line under a structure holds: PAD4 inh	GLD-1 RNA inh
NC(=O)C1CCN(C(=O)CCC(=O)c2cccs2)CC1
    -4.5	0.8
COc1ccc(-c2sc3ccccc3c2-c2ccc(OCCN(C)C)cc2)cc1
    -4.2	-4.3
C=CCn1c(C)nnc1SCC(=O)Nc1ccc2c(c1)OCCO2
    -2.7	12.8
C#CCOCCOCCOCCNc1nc(N2CCN(C(=O)C([C@@H](C)O)n3cc([C@@H](N)CCCCN)nn3)CC2)nc(N2CCN(C(=O)[C@H](CCCN=C(N)N)n3cc(C(N)[C@@H](C)CC)nn3)CC2)n1 (stereo not given in full)
    -1.0	-1.1

Part of the list above, with values ahead of the structure:
PAD4 inh	GLD-1 RNA inh	Molecule
-12.6	5.3	Cc1cc(Cl)ccc1OC(C)C(=O)OCC(=O)c1ccc[nH]1 (stereo not given)
0.0	0.6	O=C(CCC(=O)N1CCN(c2ccccn2)CC1)c1cccs1
4.9	12.8	C=CC[C@H](CC(=O)N(CCO)Cc1ccccc1)C(=O)NC[C@H](OC(=O)[C@@H](CC=C)Cc1ccc(F)cc1)c1ccccc1
4.6	-0.5	Cc1cc(C)n2nc(SCC(=O)N3CCC(C)CC3)nc2n1
-1.5	-0.2	Cc1ccccc1-n1nnnc1SCC(=O)NC1CC1
0.5	-1.3	C=CC[C@@H](CC(=O)OC(C)(C)C)C(=O)OC[C@@H]1CCCN1C(=O)[C@@H](CC=C)CC(=O)N[C@H](CO)Cc1ccccc1
-2.7	2.0	CC(C)(C)OC(=O)C[C@@H]1C/C=C\C[C@@H](CC(=O)N[C@H](CO)Cc2ccccc2)C(=O)N2CCC[C@H]2COC1=O
3.6	-0.8	O=C(COC(=O)Cc1cccc(C(F)(F)F)c1)NC(=O)NC1CCCC1
5.6	-0.5	COc1ccc(C(=O)NC(=O)COC(=O)C2CC2C)cc1 (stereo not given)
0.5	-12.8	O=C(C[C@H]1C/C=C\C[C@H](Cc2ccc(F)cc2)C(=O)O[C@@H](c2ccccc2)CNC1=O)N[C@@H](CO)Cc1ccccc1
1.6	7.9	NC(=O)C1CCN(c2oc(-c3cccs3)nc2S(=O)(=O)c2ccc(Br)cc2)CC1
-3.0	-0.1	Cc1cccc(C)c1NC(=O)CSc1ncnc2[nH]ncc12
-1.5	-0.5	C=CC[C@H](CC(=O)NCCO)C(=O)N[C@@H](C)COC(=O)[C@@H](CC=C)CC(=O)OC(C)(C)C
-6.2	-4.7	Cc1ccccc1NC(=O)Cc1nc(COC(=O)c2ccc(NC(N)=O)cc2)cs1
-3.3	-0.8	CCOc1ncccc1C(=O)Nc1ccc2c(c1)OCCO2
2.9	4.0	O=C(COC(=O)COc1cccc(Br)c1)NCc1ccc2c(c1)OCO2
-2.2	-0.7	O=C(NC1CCCCC1)c1ccc(-c2ccccc2F)o1
0.9	4.6	O=C(COC(=O)c1cc(Cl)nc(Cl)c1)NCCc1ccc(F)cc1
6.1	-0.1	COc1ccc(/C=C/C(=O)OCC(=O)NC2CCCCCC2)cc1OC
